High-throughput results: PubChem BioAssay, The Scripps Research Institute Molecular Screening Center
TbREL1 primary – TbREL1 inhibition, primary screen; TbREL1 RNA ligation, FRET fluorescence; inhibition, % at 9.66 µM; 89,000 compounds, 0.49% hits;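 active = inhibition above the mean inhibition across all screened compounds plus 3 SD, cut at about 11% in these data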;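 note: 0% = plate median of test wells and 100% = NSC42067 control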
Target sequence (P86926 whole entry, looked up): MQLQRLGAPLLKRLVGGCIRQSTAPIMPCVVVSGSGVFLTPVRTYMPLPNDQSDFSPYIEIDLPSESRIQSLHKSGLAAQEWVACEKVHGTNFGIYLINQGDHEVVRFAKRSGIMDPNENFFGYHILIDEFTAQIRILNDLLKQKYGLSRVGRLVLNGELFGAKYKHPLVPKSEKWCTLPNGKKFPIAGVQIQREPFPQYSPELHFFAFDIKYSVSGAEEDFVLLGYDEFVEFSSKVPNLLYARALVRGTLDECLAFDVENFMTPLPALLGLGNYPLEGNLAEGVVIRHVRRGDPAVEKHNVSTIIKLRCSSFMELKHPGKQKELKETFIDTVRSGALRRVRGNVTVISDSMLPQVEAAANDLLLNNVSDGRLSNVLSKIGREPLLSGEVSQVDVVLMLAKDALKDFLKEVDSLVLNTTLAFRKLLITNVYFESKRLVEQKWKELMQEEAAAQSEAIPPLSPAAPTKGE
* marks the source's active call; other numbers are inactive results. Only part of the results is shown; the hit share may differ from the screen's.

no. | Compound | TbREL1 primary
1 | Cc1nn(C(=O)CCC(=O)NCCc2ccccc2)c2ccccc12 | 1
2 | CCN(CC)CCCn1c2c(c(SCC(=O)Nc3cccc(C)c3C)nc1=O)CCC2 | 1
3 | CCCN(CC(=O)Nc1ccccc1C)C(=O)CCCOc1ccc(Br)cc1 | -1
4 | CCCCNC(=O)C[C@@H]1C[C@@]2(C(=O)OC)CCCCC=C2N(Cc2cccc3ccccc23)C1=O | 0
5 | O=C(COC(=O)c1ccc(S(=O)(=O)NCc2ccco2)cc1)NCc1ccc(F)cc1 | 0
6 | CC1(c2ccccc2)CC(=O)N(c2ccc(NC(=O)c3ccccn3)cc2Cl)C1=O (stereo not drawn) | 0
7 | COc1cc(OC)nc(S(C)(=O)=O)n1 | 4
8 | CCCCC(=O)Nc1ccc(NC(=O)c2ccc(C)c([N+](=O)[O-])c2)cc1OC | -1
9 | Cc1nn(-c2ccccc2)c(C)c1/C=C1\C(=O)N(C)C(=S)N1C | -5
10 | COC(=O)N1C(=O)[C@](c2ccccc2)(C2CCCC2)N1C(=O)OC | 4
11 | O=C(CCC1CCCN(C(=O)c2ccc(F)c(F)c2)C1)N1CCN(c2ccccn2)CC1 (stereo not drawn) | -4
12 | CCOC(=O)C1CCN(CC(O)COc2ccc(C(=O)CC)cc2)CC1 (stereo not drawn) | 0
13 | CN1CCN(c2ccccc2NC(=O)COc2ccccc2)CC1 | 0
14 | O=[N+]([O-])c1cccc(C(O)C23CN4CN(CN(C4)C2)C3)c1 (stereo not drawn) | 2
15 | COC(=O)c1sccc1NC(=S)N1CCN(c2ccc(F)cc2)CC1 | 0

Ordered by length of the SMILES (highest first): part of the list above
no. | Compound | TbREL1 primary
9 | Cc1nn(-c2ccccc2)c(C)c1/C=C1\C(=O)N(C)C(=S)N1C | -5
1 | Cc1nn(C(=O)CCC(=O)NCCc2ccccc2)c2ccccc12 | 1
13 | CN1CCN(c2ccccc2NC(=O)COc2ccccc2)CC1 | 0

The list continues.
no. | Compound | TbREL1 primary
16 | CC(C)(CNC(=O)CNC(=O)c1ccc(Cl)cc1Cl)N1CCOCC1 | 1
17 | FC(F)(F)c1cccc(CON=C2CCN(c3ncc(C(F)(F)F)cc3Cl)CC2)c1 | 3
18 | CSCC(C)N1CCC(CO)(CCc2ccccc2)CC1 (stereo not drawn) | -1
19 | O=C(CN(c1ccc(F)cc1)S(=O)(=O)c1ccccc1)NC1CCCCCC1 | 7
20 | CNC(=O)c1cn(-c2ccc(Cl)cc2)c(=O)c2ccccc12 | 3
21 | Cc1cccc(NC(=O)CSCC(=O)Nc2ccc(S(=O)(=O)N3CCOCC3)cc2)c1 | -3
22 | Cn1c(NCc2cccc(Br)c2)nc2ccccc21 | 7
23 | COc1ccc(N2CCN(C(=O)CN3C(=O)c4ccccc4S3(=O)=O)CC2)cc1 | -4
24 | O=C(NC1CCN(Cc2ccccc2)CC1)c1ccccc1OCc1ccccc1Cl | -3
25 | COc1ccc(CCC(=O)Nc2ccc3c(c2)OCO3)cc1OC | 0
26 | Cc1cc(S(=O)(=O)NC(=O)[C@H]2O[C@@H](n3ccc(=O)[nH]c3=O)[C@H](O)[C@@H]2O)ccc1Br | 4
27 | Cc1onc(-c2ccccc2Cl)c1C(=O)N(Cc1nc(-c2ccccc2)no1)C1CCCCC1 | -3
28 | O=C(COC(=O)c1cnccn1)Nc1cccc2ccccc12 | -2
29 | O=C1NCCCC1C(=O)N/N=C/c1cccc([N+](=O)[O-])c1 (stereo not drawn) | -1
30 | COc1cc(OC)c(OC)cc1CN1CCSCC1 | 0

no. | Compound | TbREL1 primary
31 | Cc1ccc(S(=O)(=O)NCCCNC(=O)OCc2ccccc2)cc1 | -2
32 | CCNc1nc(NC(C)C)nc(N(C#N)C(C)C(=O)N(C)C)n1 (stereo not drawn) | 1
33 | COC(=O)C1CC2=C(CCCC2=O)N(c2ccccc2)C1=O (stereo not drawn) | -3
34 | Cc1c(NC(=O)CSc2nnc(N)s2)c(=O)n(-c2ccccc2)n1C | 5
35 | CC1CCC(NC(=O)C2CCN(S(=O)(=O)c3cccc4nonc34)CC2)CC1 (stereo not drawn) | -3
36 | CC(O)Cc1cn(CC(=O)N2CCN(C(=O)OC(C)(C)C)CC2)nn1 (stereo not drawn) | 2
37 | O=C(CSCc1ccc(Cl)cc1)N/N=C/c1ccc(Cl)cc1Cl | 3
38 | O=C(Nc1ccc(Cl)cc1)OC(CN1CCCCC1)C(F)(F)F (stereo not drawn) | 7
39 | COc1ccc(-c2cc(C(F)(F)F)n3ncc(C(=O)NCc4ccco4)c3n2)cc1 | -7
40 | Cc1nc(SCC(=O)Nn2c(-c3ccccc3)nc3ccccc3c2=O)n[nH]1 | 1
41 | Brc1ccc(-c2nn3c(-c4ccccc4)nnc3s2)o1 | 6
42 | O=C(NC1(C(F)(F)F)NC(=O)N(Cc2ccco2)C1=O)c1cccs1 (stereo not drawn) | 0
43 | O=C(Cn1c(NCCCO)nc2ccccc21)c1cccs1 | 2
44 | CCNC(=O)CC1C(=O)N(C)C(=S)N1NC(=O)c1ccc(Cl)cc1 (stereo not drawn) | -2
45 | Cc1ccc(NC(=O)Nc2ccc3c(c2)nnn3C)cc1C | 0

A different layout for 3 compounds above.
34. Cc1c(NC(=O)CSc2nnc(N)s2)c(=O)n(-c2ccccc2)n1C
  TbREL1 primary = 5
35. CC1CCC(NC(=O)C2CCN(S(=O)(=O)c3cccc4nonc34)CC2)CC1 (stereo not drawn)
  TbREL1 primary = -3
36. CC(O)Cc1cn(CC(=O)N2CCN(C(=O)OC(C)(C)C)CC2)nn1 (stereo not drawn)
  TbREL1 primary = 2

Remaining list, next part
no. | Compound | TbREL1 primary
46 | Cc1nc2cc(NC(=O)NCc3ccco3)ccc2o1 | -3
47 | Cc1nnc(SCC(=O)N/N=C/c2cn(-c3ccccc3)nc2-c2ccc(F)cc2)n1-c1ccccc1 | 0
48 | COC(C[C@@H](O)[C@@H](C)[C@@H](O)COCc1ccccc1)OC | 0
49 | O=c1[nH]c(O)c(N=Nc2ccc(Cl)c(S(=O)(=O)Nc3ccccc3Cl)c2)c(=O)[nH]1 | -1
50 | CN(C)S(=O)(=O)c1cccc(C(=O)N/N=C\c2ccccc2)c1 | 7
51 | CCc1cc(C(=O)Cc2cnn(-c3ccccc3)c2)c(O)cc1O | -1
52 | COc1ccc(NC(=O)N(C)C[C@H]2OCc3cn(nn3)CCCC(=O)N([C@@H](C)CO)C[C@@H]2C)cc1 | -2
53 | CC1(C)C(c2cccs2)=NC(c2ccccc2)N1O (stereo not drawn) | 2
54 | CC1CCCCN1C(=O)NC1CC(=O)N(c2ccc3c(c2)OCCO3)C1 (stereo not drawn) | 7
55 | CCCCCc1nnc(NC(=O)Cc2ccc([N+](=O)[O-])cc2)s1 | 1
56 | CN(C)c1ccc(/C=C/C(=O)c2ccccc2)cc1[N+](=O)[O-] | 2
57 | COc1ccccc1S(=O)(=O)Cc1ccc(C(=O)NCc2cccnc2)o1 | 0
58 | COc1ccc(NC(=O)c2ccc(Br)c(S(=O)(=O)N3CCOCC3)c2)cc1 | -1
59 | CCC(=O)Nc1cccc(NC(=O)CSc2nnnn2C)c1 | 4
60 | COc1ccc(OCCCCOc2ccccc2Cl)cc1 | -1

Shown with values ahead of the structure: part of the list above.
no. | TbREL1 primary | Structure
58 | -1 | COc1ccc(NC(=O)c2ccc(Br)c(S(=O)(=O)N3CCOCC3)c2)cc1
59 | 4 | CCC(=O)Nc1cccc(NC(=O)CSc2nnnn2C)c1
60 | -1 | COc1ccc(OCCCCOc2ccccc2Cl)cc1

Following part:
no. | Compound | TbREL1 primary
61 | CCCCOc1ccc(OCCNC(=O)c2ccco2)cc1 | -1
62 | O=C(COC(=O)/C=C/c1cccc(C(F)(F)F)c1)NC(=O)NCc1ccccc1 | 8
63 | COc1ccccc1NC(=O)NNC(=O)c1ccc2c(c1)NC(=O)C(C)(C)O2 | 1
64 | O[C@@H]1CN(CC2CCCCC2)[C@@H](c2ccc(Cl)cc2)C[C@H]1n1cc(-c2ccc(F)cc2)nn1 | 2
65 | Cc1ccc(S(=O)(=O)N/N=C/c2c(C)nn(-c3ccccc3)c2C)cc1 | -3
66 | CC1CCCCC1NC(=O)CSc1nc2ccccc2[nH]1 (stereo not drawn) | -1
67 | N#C/C(=C(\O)c1ccco1)c1ccccn1 | -1
68 | CCN(C(=O)CSc1ccccn1)C1CCCCC1 | 2
69 | CCCCC(=O)N=c1sc2c(OC)ccc(OC)c2n1C | 1
70 | CCCS(=O)(=O)NC(=O)C1(C)CCN(C(=O)c2ccccc2OC(F)(F)F)C1 (stereo not drawn) | -2
71 | CCOC(=O)c1sc2nccc(N(C)C)c2c1N=CNOCc1ccccc1 | -2
72 | CC(=O)c1nn(-c2ccc(Br)cc2)cc1C(=O)c1ccco1 | 2
73 | CSc1nnc(NC(=O)C2CCCCC2)s1 | 3
74 | CSc1ccc(Cn2c(C)c(C(=O)NCc3ccc(C(C)C)cc3)sc2=O)cc1 | 0
75 | COc1cc(-c2nnco2)cc(OC)c1OC | -4

no. | Compound | TbREL1 primary
76 | Cc1ccc(NC(=O)CN(C)C(=O)CN2C(=O)NC(C)(c3ccccc3)C2=O)cc1 (stereo not drawn) | 0
77 | CC(C)(C)NC(=O)C(c1cccnc1)N(C(=O)c1cnco1)c1ccc(C(C)(C)C)cc1 (stereo not drawn) | 1
78 | C=CCOC(=O)C1=C[C@@H](c2ccccc2)[C@H](CCCO)[C@@H](OCC)O1 | -2
79 | CCOC(=O)c1c(NC(=O)CSc2nc3ccccc3s2)sc(C)c1C | 2
80 | CCOC(=O)N1CCN(C(=O)CSc2nnc(-c3cccc(Cl)c3)o2)CC1 | 2
81 | CCc1ccccc1N=C1S/C(=C/c2ccccc2OCC(=O)N2CCOCC2)C(=O)N1C | 3
82 | CC(C)C[C@H](NC(=O)c1nc[nH]c1C(=O)NCC(=O)OC(C)(C)C)C(=O)OC(C)(C)C | 2
83 | CN(C(=O)c1cc2ccccc2oc1=O)C1(C)CCS(=O)(=O)C1 (stereo not drawn) | 3
84 | Cc1ccc(-n2c(SCC3CCCCO3)nnc2-c2ccco2)cc1 (stereo not drawn) | -1
85 | CCOC(=O)[C@]12CCC=C1N(Cc1ccc3c(c1)OCO3)C(=O)[C@H](CC(=O)N1CCCC1)C2 | 6
86 | NC(=O)CC[C@@H]1NC(=O)[C@H](CO)NC(=O)c2cc([N+](=O)[O-])cc(I)c2NCCC[C@@H](C(N)=O)NC(=O)[C@H](Cc2ccc(O)cc2)NC1=O | 0
87 | COc1cc(C2N(c3cccc(Cl)c3)C(=O)C3CCCN32)cc(OC)c1OC (stereo not drawn) | -3
88 | CCOC(=O)NN=C1CCC(c2ccccc2)CC1 (stereo not drawn) | -1
89 | Cc1ccc(NC(=O)CSc2nc(C)c(C)c(C)n2)cc1S(=O)(=O)N1CCOCC1 | -5
90 | CS(=O)(=O)N1CCC(C(=O)Nc2c(F)cccc2F)CC1 | -1

no. | Compound | TbREL1 primary
91 | CCc1ccc(C(=O)COC(=O)c2cnccn2)cc1 | -2
92 | COc1ccc(OC)c(CNC(=O)C2CCCN(c3nc4ccccc4o3)C2)c1 (stereo not drawn) | -1
93 | CC(C)(C)c1ccc(/C=N/NC(=O)C(=O)NCCCN2CCOCC2)cc1 | -1
94 | CC(C)OCCCNC(=O)c1ccc(NC(=O)C2CCCO2)cc1 (stereo not drawn) | 1
95 | CCOC(=O)c1sc(NC(=O)Nc2ccccc2F)nc1C | 2
96 | CC(C)NC(=O)c1ccc(NC(=O)CC2SC(N3CCCCC3)=NC2=O)cc1 (stereo not drawn) | 0
97 | COc1ccccc1NC(=O)C(=O)Nc1ccc2c(c1)N(C(=O)C1CC1)CCC2 | 5
98 | Cc1[nH]n2c(=O)cc(C(C)(C)C)nc2c1-c1ccccc1 | -4
99 | CC1CCCC(NC(=O)COC(=O)c2ccccc2Sc2ccccc2C#N)C1C (stereo not drawn) | 0
100 | CC(C)C(NS(=O)(=O)c1cccc2nsnc12)C(=O)NCc1ccc2c(c1)OCO2 (stereo not drawn) | -2
101 | CCNc1ncnc2c1cnn2C1CCCCO1 (stereo not drawn) | -2
102 | Cc1cc(C)cc(OCC(=O)OCC(=O)Nc2ccc(Cl)cn2)c1 | 2
103 | CCCOc1cccc(C(=O)N(Cc2ccccc2)C2CCS(=O)(=O)C2)c1 (stereo not drawn) | 1
104 | Cc1ncoc1C(=O)N1CCCC(N2CCN(c3cccc(C(F)(F)F)c3)CC2)C1 (stereo not drawn) | -4
105 | O=C(NCCCn1ccnc1)c1cc(C2CC2)on1 | -1

no. | Compound | TbREL1 primary
106 | COC(=O)[C@H](C)NC(=O)NCCC1=CCCCC1 | 8
107 | CCn1c(C)c(C(C)=O)c(SC)nc1=S | 0
108 | Cc1cc(Cl)ccc1NC(=O)COC(=O)c1nc2nccc(C)n2n1 | 0
109 | CC(NC(=O)NC12CC3CC(CC(C3)C1)C2)c1ccc2c(c1)OCO2 (stereo not drawn) | 1
110 | Cc1ccc(S(=O)(=O)NC(=O)N2CCCN(Cc3ccc(F)cc3)CC2)cc1 | -1
111 | COc1cc(OC)c(NC(=O)CCNC(=O)Cn2ccc3ccccc3c2=O)cc1Cl | 0
112 | Cc1c(Br)cccc1NC(=O)C1(C)CCN1C(C)C (stereo not drawn) | 6
113 | O=C(CN1CCc2ccccc2C1)Nc1ccccc1Cl | 3
114 | Cn1nc(-c2ccc(Cl)cc2)c2cc(C(=O)NCCN3CCOCC3)sc21 | 1
115 | O=C1CCCc2c1nc(-c1cccc(Cl)c1)n2O | 0
116 | COc1ccc(-c2c(C#N)c(SCC(=O)Nc3ccccc3)nc3c2CCCC3)cc1 | 5
117 | COc1cc2c(=O)n(CC3CCCO3)c(=O)n(CC(=O)Nc3ccc(F)cc3F)c2cc1OC (stereo not drawn) | 2
118 | COc1ccc(CCN(C)C(=O)c2c(C)nn(CC(C)C)c2Cl)cc1OC | 4
119 | C#CC1CCCCC1NC(=O)Nc1cnccc1C(F)(F)F (stereo not drawn) | 3
120 | COc1cccc(N2CCN(C(=O)CN3C(=O)NC4(CCCC4)C3=O)CC2)c1 | -5
121 | COc1ccc(/C=C/C(=O)NC2=NCCS2)c(OC)c1 | 5
